IMPase Li inh: qHTS Assay for Identifying the Cell-Membrane Permeable IMPase Inhibitors: Potentiation with Lithium. CHO-M1 cells, IP1 TR-FRET (IP-One), carbachol + lithium. Potency, µM (series often up to 59.4 µM), for inactives: at the highest dose activity, negative = IMPase inhibition, hits mostly inhibitors. hit rate 0.35% among 210,000. AID 1457, 2008;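 further: IP1 builds up when IMPase is blocked and the TR-FRET signal falls; potency means the concentration at half of the fitted maximal effect; plate controls were basal vehicle for no effect and high inhibitor control for full effect; nearly all actives have a fitted effect of over 50% in size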
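IP1 accumulation measured by competitive TR-FRET in lysed CHO-M1 cells after 30 min compound exposure at 37C, with a small lithium addition to potentiate weak responses. Hill-equation AC50 from ratio and donor-channel data.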
L3MBTL1 block: qHTS Assay for the Inhibitors of L3MBTL1 | hit rate 0.66% among 230,000 | Lethal(3)malignant brain tumor-like protein 1 (Homo sapiens), Q9Y468 | Potency, µM (series often up to 57.1 µM), for inactives: at the highest dose activity, negative = inhibition, most hits filed as inhibitors | AID 485360, 2010 | AlphaScreen L3MBTL1–H3K9me1 peptide binding; further: potency means the concentration at half of the fitted maximal effect; on the % scale 0 is the no-effect control and ±100 the full control effect; nearly all actives have a fitted effect of over 60% in size
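L3MBTL1 (50 nM) pre-complexed 30 min with biotinylated H3(1-15)K9me1 peptide (75 nM), then compounds added for 30 min at room temperature; AlphaScreen streptavidin donor/nickel chelate acceptor beads (10 ug/mL final) read after 30 min dark incubation.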
CBFb RUNX1 block: qHTS Assay for Compounds Blocking the Interaction Between CBF-beta and RUNX1 for the Treatment of Acute Myeloid Leukemia; AlphaScreen CBFb-His/RUNX1-biotin binding, biochemical; Runt-related transcription factor 1 (Homo sapiens) + Core-binding factor subunit beta …; Potency, µM (titrated, usually from 59.8 µM), inactives show top-dose activity, negative = inhibition, hits mostly inhibitors; 230,000 tested, under 10 active; further: % of control where 0% means no effect
Target sequence (Q01196 whole entry, looked up): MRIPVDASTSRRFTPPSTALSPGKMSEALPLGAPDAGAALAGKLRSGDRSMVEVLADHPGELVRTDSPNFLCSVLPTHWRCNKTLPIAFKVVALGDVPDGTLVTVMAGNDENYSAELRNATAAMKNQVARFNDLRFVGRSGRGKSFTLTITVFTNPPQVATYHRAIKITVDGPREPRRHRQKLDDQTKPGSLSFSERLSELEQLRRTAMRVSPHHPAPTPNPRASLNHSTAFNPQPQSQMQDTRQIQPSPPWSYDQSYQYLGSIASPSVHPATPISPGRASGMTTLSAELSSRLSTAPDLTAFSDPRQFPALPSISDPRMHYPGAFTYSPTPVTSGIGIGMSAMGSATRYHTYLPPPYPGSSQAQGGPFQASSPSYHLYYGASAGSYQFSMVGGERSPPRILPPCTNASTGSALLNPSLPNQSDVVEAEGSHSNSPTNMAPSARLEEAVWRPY
Target sequence (Q13951 whole entry, looked up): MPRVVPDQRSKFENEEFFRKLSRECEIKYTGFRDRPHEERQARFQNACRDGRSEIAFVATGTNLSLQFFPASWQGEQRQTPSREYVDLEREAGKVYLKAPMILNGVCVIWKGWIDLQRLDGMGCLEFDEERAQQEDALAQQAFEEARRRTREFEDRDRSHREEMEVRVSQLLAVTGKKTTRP
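Inhibition was taken as any reduction in AlphaScreen signal from the CBF-beta–RUNX1 pair (His and biotin tags, 30 nM each), measured after compound (15 min) and bead (90 min) incubations at room temperature.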
HTT aggregate: qHTS Multiplex Assay to Identify Dual Action Probes in a Cell Model of Huntington: Aggregate Formation (GFP) | PC12 HttQ103-GFP aggregates, Acumen cytometry, 40 h | hit rate 1.1% among 220,000 | AID 1688, 2009 | Potency, µM (doses to about 46.1 µM), for inactives: top-dose activity change, negative = inhibition, usual class: inhibitors; further: potency means the concentration at half of the fitted maximal effect; on the % scale 0 is the no-effect control and ±100 the full control effect; nearly all actives have a fitted effect of over 60% in size
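PC12 cells with ecdysone-inducible HTT exon1 Q103-GFP, induced by 100 nM tebufenozide, given compounds in a concentration series. GFP aggregates (1–25 um, 6 SD above background) counted in lysates by laser-scanning cytometry, 488 nm excitation.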
Epigenetic derep: Quantitative High-Throughput Screen for Regulators of Epigenetic Control; murine LDR cells, GFP reporter derepression, 30 h; Potency, µM (titrated, usually from 53.9 µM), inactives show at the top dose GFP activation, hits mostly activators; hit rate 0.2% among 280,000; further: potency means the concentration at half of the fitted maximal effect; % of control where 0% means no effect; nearly all actives have a fitted effect of over 60% in size
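Reporter derepression read as number of fluorescent GFP-positive objects, 20-120 um in size, counted by laser-scanning cytometer. Mouse LDR line with an epigenetically silenced CMV-GFP locus; compound incubation 30 h, 37 C.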
NPSR antagonist: qHTS Assay for Antagonists of the Neuropeptide S Receptor: cAMP Signal Transduction. Q6W5P4. CHO-NPSR cells, cAMP TR-FRET, antagonist mode. Potency, µM (highest dose often 38.3 µM), without a hit: at the top dose activity change, negative = inhibition, usual class: inhibitors. hit rate 1% among 220,000. AID 1461, 2008; further: potency means the concentration at half of the fitted maximal effect; on the % scale 0 is the no-effect control and ±100 the full control effect; nearly all actives have a fitted effect of over 50% in size; many of its hits are not listed in these tables
Target sequence (Q6W5P4 whole entry, looked up): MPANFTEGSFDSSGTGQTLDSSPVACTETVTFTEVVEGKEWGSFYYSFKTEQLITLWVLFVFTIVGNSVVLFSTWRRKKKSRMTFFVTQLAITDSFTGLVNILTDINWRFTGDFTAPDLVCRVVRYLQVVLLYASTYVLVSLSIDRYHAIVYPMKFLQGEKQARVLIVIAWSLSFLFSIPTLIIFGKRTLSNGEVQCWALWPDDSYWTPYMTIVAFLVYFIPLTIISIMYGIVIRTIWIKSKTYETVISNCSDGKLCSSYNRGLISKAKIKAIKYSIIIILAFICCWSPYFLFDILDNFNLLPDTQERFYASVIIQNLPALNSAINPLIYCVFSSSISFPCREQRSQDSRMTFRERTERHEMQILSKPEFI
KinaseGlo FLuc: Counterscreen for Luciferase (Kinase-Glo TM) Inhibition | Kinase-Glo luciferase, ATP luminescence, 8 min | Potency, µM (doses to about 38.3 µM), without a hit: at the highest dose activity change, negative = inhibition, hits mostly inhibitors | hit rate 0.28% among 200,000 | Luciferin 4-monooxygenase (Photuris pensylvanica), Q27757; further: potency means the concentration at half of the fitted maximal effect; on the % scale 0 is the no-effect control and ±100 the full control effect; nearly all actives have a fitted effect of over 60% in size
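Luminescence was the read-out, taken after 8-minute incubation at ambient temperature. Luciferase turned over luciferin with 10 uM ATP in imidazole pH 7.2 buffer containing KCl, MgCl2, Tween 20 and BSA.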
Starred values were filed as active, the others as inactive; ? = inconclusive; nt = no result given; & = joins results of further samples; [ ] = dose if it differs, or a comment. The call rests on the fitted dose curve; in most records, active means well fitted curve in the direction sought with a large enough effect; inconclusive means small, poorly fitted or top-dose-only effect, or another doubt; inactive means no such curve, though single readings can be large; an effect the other way counts as inactive or inconclusive. An excerpt; rates above refer to the full screens.

SMILES	IMPase Li inh	L3MBTL1 block	CBFb RUNX1 block	HTT aggregate	Epigenetic derep	NPSR antagonist	KinaseGlo FLuc
CCOC(=O)c1[nH]c2ccc(Br)cc2c1NC(=O)CCN1CCOCC1	nt	1%	4%	10%[9.22 µM]	-0.3%	-1%[7.67 µM]	nt
CC1CC(C)CN(c2ccc(-n3cnnn3)cc2[N+](=O)[O-])C1 (stereo unspecified)	-20%[38.3 µM]	-15%	-15%	-6%	5.6%	-22%[46.1 µM]	-7%
O=C(c1ccco1)N1CCN(S(=O)(=O)N2CCOCC2)CC1	-5%[38.3 µM]	nt	0%	10%	-5.9%	4%[46.1 µM]	-3%
COc1ccc(N2CC(C(=O)N/N=C/c3ccccc3)CC2=O)cc1 (stereo unspecified)	11%	2%	8%	15%[9.22 µM]	-5.8%	-9%	-2%
O=C(Nc1cccc(Cl)c1)N(CCCN1CCOCC1)Cc1ccccc1F	18%[38.3 µM]	-15%[11.4 µM]	2%	-20%	-2.1%	-12%[46.1 µM]	1%
O=C(NC1CCCC1)C1CCCN(S(=O)(=O)c2cccc3cccnc23)C1 (stereo unspecified)	21%[38.3 µM]	2%	7%	9%	0.0%	-8%[46.1 µM]	-2%
C=CCOc1ccc(/C=C2\SC(=S)N(C(C(=O)O)c3ccccc3)C2=O)cc1 (stereo unspecified)	nt	-5%	4%	-1%[9.22 µM]	0.3%	-10%	nt
CCOc1ccc2cc(S(=O)(=O)n3ccnc3C)ccc2c1	21%[38.3 µM]	nt	4%	0%	-2.0%	0%[46.1 µM]	0%
CSCc1ccc(C(=O)Nc2cc(C)cc(C)c2)cc1	8%	-1%	3%	-3%	0.0%	-19%	-10%
COc1ccc(C(=O)Nc2ccc(S(=O)(=O)NCc3ccco3)cc2)cc1OC	?	-7%	-1%	1%	-0.7%	8%[46.1 µM]	2%
Cn1c(SCC(=O)Nc2ncc(C(F)(F)F)cc2Cl)nnc1-c1ccc(Cl)cc1	2%	7%	-4%	1%	0.0%	0%	0%
Cc1onc(-c2ccccc2Cl)c1C(=O)NC(=S)Nc1ccc(C(C)(C)C)cc1	nt	nt	12%	9%[9.22 µM]	1.1%	-38%	nt
O=c1[nH]c(=O)n(Cc2ccco2)c2c1C(C(F)(F)F)(C(F)(F)F)N=C(c1ccco1)N2	-12%[38.3 µM]	-4%	2%	29%	2.1%	-5%[46.1 µM]	1%
C=CCN1C=CC(=CC=C(C#N)C#N)C=C1	nt	-18%	-7%	-13%[9.22 µM]	-2.5%	-28%	nt
CC(=O)N1c2ccccc2NC2=C(C(=O)CC(C)(C)C2)C1c1cccn1C (stereo unspecified)	-4%	nt	-1%	-13%	-0.1%	6%	2%
Nc1nc(NC(=O)c2cccc(S(=O)(=O)N3CCCCCC3)c2)nc(-c2ccccc2)n1	-6%[38.3 µM]	3%	-4%	-1%	2.8%	-18%[46.1 µM]	0%
COc1cccc(N/N=C(\C#N)S(=O)(=O)C(C)(C)C)c1	0%	nt	-9%	-17%	1.1%	0%	1%
Clc1ccc(OCc2nnc(SCc3nc4ccccc4[nH]3)n2Cc2ccco2)cc1	10%[38.3 µM]	-2%	-15%	-49%	1.7%	?	1%
COc1cc(OC)c(-c2nn3c(-c4ccco4)nnc3s2)cc1OC	18%[38.3 µM]	-11%	17%	-1%	1.7%	-18%[46.1 µM]	-7%
Nc1o[nH]c(=O)c1Cc1ccccc1	nt	nt	20%	-15%[9.22 µM]	0.0%	13%	nt
CCN(c1ccccc1)S(=O)(=O)c1ccc(Cl)c(C(=O)OCC(=O)NC(=O)C(C)C)c1	23%	0%	3%	-11%	-1.5%	-8%	-1%
CC1CN(C(=O)C(C)Sc2nc3ccccc3s2)CC(C)O1 (stereo unspecified)	-10%[38.3 µM]	-2%	15%	6%	-0.3%	-11%[46.1 µM]	-5%
COc1cccc(C(=O)Nc2cccc(C(=O)NCC(C)C)c2)c1	0%	7%	10%	3.2µM*	-1.1%	13%	1%
COc1cc(C(=O)Nc2ccc(N3CCOCC3)cc2)ccc1OCc1c(C)noc1C	nt	2%	1%	?	0.9%	-8%[46.1 µM]	nt
CCOc1cc(C2NC(=S)NC(C)=C2C(=O)Nc2ccc(OC)cc2)ccc1O (stereo unspecified)	-3%	3%	-5%	-9%	-1.0%	3%	-2%
COc1ccccc1-c1c(C(F)(F)F)oc2cc(OC(=O)c3ccccc3[N+](=O)[O-])ccc2c1=O	18%[38.3 µM]	-15%	-2%	-15%	-4.4%	?	5%
O=C1CC(NCc2ccc3c(c2)OCO3)C(=O)N1Cc1ccc2c(c1)OCO2 (stereo unspecified)	-10%[38.3 µM]	0%	8%	17%	-1.1%	-8%[46.1 µM]	-5%
NC(=O)CSc1nnc(-c2ccc3c(c2)OCO3)o1	-3%	8%	?	19%	-3.3%	6%	-8%
CC(C)Cc1cc(C(=O)N2CCN(C(c3ccccc3)c3ccccc3)CC2)no1	12%[38.3 µM]	1%	8%	?	0.8%	-17%[46.1 µM]	-4%
COc1ccc(CC(=O)OCC(=O)Nc2ccc(Br)cc2)cc1	-2%	13%	-1%	1%	7.7%	10%	-3%
CCCc1nc2sc3c(=O)n(N)cnc3c2c2c1COC(C)(C)C2	-2%	-4%	-1%	?	-2.0%	14%	-2%
O=c1c(-c2ccc(O)cc2O)coc2cc(O)cc(O)c12	-1%	-13%	-2%	9%[9.22 µM]	3.8%	-19%	nt
Cc1ccccc1-c1nc(SCc2cccnc2)c2c(=O)n(C)c(=O)n(C)c2n1	7%	1%	1%	34%	-3.6%	-10%	-2%
COc1ccc(-n2cnnc2SCC(=O)Nc2cc(C(C)(C)C)nn2-c2ccccc2)cc1	23%[38.3 µM]	nt	1%	-6%	0.0%	-1%[46.1 µM]	-1%
CCOc1ccc2[nH]cc(S(=O)(=O)c3ccc(Cl)cc3)c(=O)c2c1	-1%	nt	10%	?	-4.0%	-17%	-2%
CCCC(=O)Nc1ccc(-c2cnc(-c3ccc(NC(=O)CCC)cc3)nc2)cc1	nt	13%	-3%	-20%	-0.9%	12%[46.1 µM]	nt
O=P(O)(O)c1ccccc1OCc1ccccc1	-7%[38.3 µM]	6%	0%	3%	-0.7%	3%[46.1 µM]	1%
Cc1ccc(S(=O)(=O)N2CCCCC2c2cccnc2)c(C)c1C (stereo unspecified)	nt	-20%	-10%	-3%[9.22 µM]	4.1%	57%	nt
CCCCC[C@H](O)/C=C/[C@H]1C(=O)C=C[C@@H]1C/C=C\CCCC(=O)O	-9%&1%	nt	29%&15%	nt	0.0%&-0.3%	nt	3%
CC(=NCCCn1ccnc1)C1=C(O)c2ccccc2C1=O	-7%[38.3 µM]	-6%	-1%	-18%	-1.1%	-4%[46.1 µM]	-3%
O=C(NCc1ccco1)c1ccccc1-c1ccc(C(F)(F)F)cc1	-9%[38.3 µM]	-6%	1%	14%	0.9%	-10%[46.1 µM]	-1%
CC1CC(C)CN(CCCNC(=O)C2CCC(=O)N2C2CCCC2)C1 (stereo unspecified)	-2%[38.3 µM]	1%	0%	8%	-1.1%	5%[46.1 µM]	-1%
CC(C)CC(=O)N1CCN(c2ccc([N+](=O)[O-])cc2Cl)CC1	-1%	0%	-11%	10%	-3.0%	-5%	0%
CC(C)CC(=O)Nc1cccc(C(C)O)c1 (stereo unspecified)	-8%	-2%	2%	13%	-2.5%	12%	0%
Cc1ccc(NC(=O)CSc2nnc(CN3CCOCC3)n2-c2ccccc2)cc1	1%	-8%	1%	-5%	5.8%	3%[46.1 µM]	-1%
Cc1cc(C)c2c(-n3cccc3)n[nH]c2n1	0%[38.3 µM]	-7%	1%	2%	-1.2%	-2%[46.1 µM]	-1%
CCOC(=O)c1sc(NC(=O)c2cc(S(=O)(=O)N3CCOCC3)ccc2C)nc1C	18%[38.3 µM]	nt	-3%	4%	0.0%	?	1%
COc1ccc(OCCSc2nc(C)nc3ccccc23)cc1	?	52%[activator]	-1%	?	1.3%	-13%	-4%
CC(C)CN(CC(C)C)CC(O)COc1ccc([N+](=O)[O-])cc1 (stereo unspecified)	6%	4%	1%	-15%	-1.1%	9%	1%
COc1cccc(/C=C(/C(=O)OCC(=O)NC2CCCCCCC2)c2ccccc2)c1	13%	16%	?	1%	-1.1%	-38%	0%
CCOc1ccc(Cl)cc1S(=O)(=O)N1CCCC1	42%[activator][38.3 µM]	nt	1%	-18%	0.9%	-12%[46.1 µM]	-2%
CN(CC(=O)NCc1ccncc1)S(=O)(=O)c1ccc(F)cc1	11%[38.3 µM]	nt	1%	-7%	-1.5%	-3%[46.1 µM]	-2%
CCCC(=O)Nc1cccc(-c2cn3cccnc3n2)c1	-7%	nt	3%	-2%	-1.1%&-2.4%	0%	0%
COc1ccc(-c2cc(-c3ccccc3)c(C#N)c(SCC(=O)Nc3ncc(C)s3)n2)cc1	-14%	-3%	1%	-4%	0.9%	-29%	5%
COc1ccc(OC)c(NC(=O)CCNS(=O)(=O)c2ccc3c(c2)oc(=O)n3C)c1	-6%	-1%	-8%	9%	-1.6%&1.6%	4%	0%
Cc1ccc(NC(=O)N2CCc3ccccc3C2)cc1	29%[38.3 µM]	nt	-5%	-15%	-6.9%	-17%[46.1 µM]	-2%
CC(C)C(NC(=O)c1ccccc1)C(=O)NCCc1ccccc1 (stereo unspecified)	7%	2%	-5%	9%	-0.4%	1%	0%
COc1ncnc2c1oc1nc(C(C)C)c3c(c12)CC(C)(C)OC3	20%[38.3 µM]	nt	3%	-11%	-1.0%	0%[46.1 µM]	-1%
Fc1ccccc1N1CCN(Cc2nc(-c3ccccc3)no2)CC1	14%[38.3 µM]	7%	18%	1%	-1.1%	-15%[46.1 µM]	-2%
COc1ccc(C(CNC(=O)Cc2cc(OC)c(OC)c(OC)c2)N2CCCC2)cc1 (stereo unspecified)	14%[38.3 µM]	-2%	9%	-18%	3.0%	9%[46.1 µM]	-1%

Screens from PubChem BioAssay.
